Compound activity deposited in PubChem by National Center for Advancing Translational Sciences (NCATS).
Epigenetic reg – regulators of epigenetic silencing causing reporter derepression in mouse cells; murine LDR cells, GFP reporter derepression, 30 h; Potency, µM (doses to about 53.9 µM), without a hit: top-dose GFP activation, hits mostly activators; hit rate 0.2% among 280,000; AID 1865; also: % of control where 0% means no effect; nearly all actives have a fitted effect of over 60% in size
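Murine LDR cells carrying a silenced, genomically integrated CMV-driven GFP reporter were exposed to compound for 30 hours at 37 C. After PBS washes, GFP-positive cells (20–120 um objects) were counted by laser-scanning microplate cytometry.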
GAA spleen mod – inhibitors or activators of human alpha-glucosidase in spleen homogenate. P10253. human spleen homogenate, 4-MU-alpha-glucoside fluorescence. Potency, µM (highest dose often 79.9 µM), inactives show at the highest dose activity change, negative = inhibition, hits mostly inhibitors. hit rate 0.006% among 240,000. AID 2112;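 also: 0% = enzyme with vehicle and -100% = no enzyme basal signal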
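Compounds were titrated against alpha-glucosidase in spleen homogenate at pH 5.0, with 1 mM 4-methylumbelliferyl substrate for 40 min at 37 C. Reactions were quenched with pH 10 NaOH/glycine and fluorescence measured.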
GLA spleen mod – inhibits or activates alpha-galactosidase in human spleen homogenate; P06280; human spleen homogenate, 4MU-alpha-Gal fluorescence, 40 min; Potency, µM (titrated, usually from 80 µM), inactives show at the top dose activity change, negative = inhibition, most hits filed as inhibitors; hit rate 0.008% among 240,000; AID 2107;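 also: 0% = enzyme with vehicle and -100% = no enzyme basal signal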
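Human spleen homogenate (1 ug) as enzyme source, 4-methylumbelliferyl-alpha-D-galactopyranoside 1 mM final, citrate/phosphate pH 5.0 with 0.01% Tween-20. Compounds 40 min at 37C, NaOH/glycine stop; fluorescence Ex 365/Em 440, Hill-fit AC50.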
GAA inhib – inhibitors of human lysosomal alpha-glucosidase; purified human GAA, 4-MU-alpha-glucoside fluorescence; P10253; hit rate 0.005% among 200,000; Potency, µM (highest dose often 76.9 µM), for inactives: at the top dose activity change, negative = inhibition, actives largely listed as inhibitors;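 also: plate controls were uninhibited enzyme wells for no effect and no-enzyme background for full effect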
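AC50 values come from Hill fits of compound titrations (up to 77 uM) against 4 nM human enzyme. Substrate 4-methylumbelliferyl-alpha-D-pyranoside at 400 uM, pH 5.0 citrate buffer, 20 min room temperature; fluorescence Ex 365/Em 440 after alkaline stop.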
NPSR antagonist – antagonists of human neuropeptide S receptor cAMP signaling; Q6W5P4; Potency, µM (series often up to 38.3 µM), inactives show at the highest dose activity change, negative = inhibition, hits mostly inhibitors; hit rate 1% among 220,000; AID 1461; CHO-NPSR cells, cAMP TR-FRET, antagonist mode; also: % is scaled to controls: 0 for no effect and ±100 for the full control effect; nearly all actives have a fitted effect of over 50% in size; many of its hits are not listed in these tables
Target sequence (Q6W5P4 whole entry, looked up): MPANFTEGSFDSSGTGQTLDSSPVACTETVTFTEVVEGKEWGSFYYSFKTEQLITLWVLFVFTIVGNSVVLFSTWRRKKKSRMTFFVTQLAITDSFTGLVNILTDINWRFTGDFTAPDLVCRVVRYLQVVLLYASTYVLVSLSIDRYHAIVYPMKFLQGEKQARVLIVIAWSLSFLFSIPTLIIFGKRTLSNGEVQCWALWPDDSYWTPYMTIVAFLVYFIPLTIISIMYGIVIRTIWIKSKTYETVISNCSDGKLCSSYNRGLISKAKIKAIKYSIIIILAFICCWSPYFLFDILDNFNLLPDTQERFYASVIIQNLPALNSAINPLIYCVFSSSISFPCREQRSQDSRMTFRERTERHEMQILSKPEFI
Tau fluor counter – counter-screen for tau fibril formation inhibitors | tau K18 P301L (four-repeat tau fragment) Alexa594 fluorescence, heparin fibrillization | Potency, µM (titrated, usually from 57.7 µM), inactives show top-dose activity change, negative = decrease | hit rate 0.93% among 280,000; also: % is scaled to controls: 0 for no effect and ±100 for the full control effect; nearly all actives have a fitted effect of over 55% in size
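Human K18 P301L tau (15 uM unlabeled plus 0.24 uM Alexa 594-labeled, final) in 100 mM sodium acetate pH 7 was mixed with compound and 20 uM heparin and incubated 6 hr at 37 C.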
GAA glycogen – alters human alpha-glucosidase cleavage of glycogen. recombinant GAA, glycogen substrate, Amplex Red glucose oxidase fluorescence. Potency, µM (highest dose often 76.4 µM), without a hit: top-dose activity change, negative = inhibition, hits mostly inhibitors. hit rate 0.38% among 300,000. AID 2100;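 also: 0% = full enzyme reaction and -100% = no-enzyme basal signal; the screen sought inhibitors and activators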
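Recombinant human enzyme (4 nM); glycogen substrate; 37 C, 40 min, pH 5.0. Readout: coupled glucose oxidase/Amplex Red fluorescence.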
ALDH1A1 block – inhibitors of human aldehyde dehydrogenase 1A1; Purified ALDH1A1, NADH fluorescence, propionaldehyde substrate; hit rate 7.3% among 220,000; Potency, µM (top dose mostly 75.3 µM), inactives show at the top dose activity, negative = inhibition, actives largely listed as inhibitors; P00352; active = well fitted inhibition curve with a large enough effect, not every such curve was filed as active; inconclusive = small, poorly fitted or top-dose-only effect, or another doubt; inactive = no such curve, though single readings can be large or run the other way;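 also: plate controls were no enzyme wells and a reference inhibitor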
Target sequence (P00352 whole entry, looked up): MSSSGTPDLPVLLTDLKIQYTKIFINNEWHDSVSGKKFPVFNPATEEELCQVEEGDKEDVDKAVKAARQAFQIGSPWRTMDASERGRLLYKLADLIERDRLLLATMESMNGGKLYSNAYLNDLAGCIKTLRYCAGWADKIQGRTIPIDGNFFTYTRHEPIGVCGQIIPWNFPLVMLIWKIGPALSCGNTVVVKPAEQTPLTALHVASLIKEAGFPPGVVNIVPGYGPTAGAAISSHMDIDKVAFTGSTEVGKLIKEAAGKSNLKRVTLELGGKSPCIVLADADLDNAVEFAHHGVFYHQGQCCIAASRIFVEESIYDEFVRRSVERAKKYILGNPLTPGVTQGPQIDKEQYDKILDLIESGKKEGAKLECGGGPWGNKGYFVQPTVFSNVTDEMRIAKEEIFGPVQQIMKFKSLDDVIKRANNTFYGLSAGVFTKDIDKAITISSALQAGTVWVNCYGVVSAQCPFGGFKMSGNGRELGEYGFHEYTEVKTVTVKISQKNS
* marks the source's active call; other numbers are inactive results; [ ] = remark or other dose. Unless noted, calls follow the shape of the dose curve; as a rule, active = well fitted curve in the direction sought with a large enough effect; inconclusive = small, poorly fitted or top-dose-only effect, or another doubt; inactive = no such curve, though single readings can be large; an effect the other way counts as inactive or inconclusive. Potency is read from the fitted curve at half-maximal effect.

Screening Cc1ccc2cc(C#N)c(NCCNC(=O)C3CC3)nc2c1C returned Epigenetic reg -5.9%, GAA spleen mod 0%, GLA spleen mod 6%, GAA inhib 13%, NPSR antagonist -4%[46.1 µM], Tau fluor counter -3%, GAA glycogen -3% and ALDH1A1 block inconclusive.
For CCOc1ccc(NC(=O)N2CCC(C(=O)c3ccc(F)cc3)CC2)cc1 the results were Epigenetic reg 1.2%, GAA spleen mod -3%, GLA spleen mod -9%, GAA inhib 2%, NPSR antagonist -8%[46.1 µM], Tau fluor counter -11%, GAA glycogen 2% and ALDH1A1 block 0%.
Screening CCS(=O)(=O)n1nc(NCc2cccc(OC)c2)nc1NCc1cccc(OC)c1 returned Epigenetic reg 0.0%, GAA spleen mod -10%, GLA spleen mod 12%, GAA inhib -15%, NPSR antagonist -10%[46.1 µM], Tau fluor counter -12%, GAA glycogen -3% and ALDH1A1 block inconclusive.
Screening O=C(NC(c1ccccc1)c1ccccc1)c1ccc(S(=O)(=O)C(F)F)cc1 returned Epigenetic reg 1.0%, GAA spleen mod 3%, GLA spleen mod -2%, GAA inhib -4%, NPSR antagonist -23%[46.1 µM], Tau fluor counter -3%, GAA glycogen 4% and ALDH1A1 block 8%.
`Cc1ccc(-c2cc(=O)[nH][nH]2)c(C)c1` gave Epigenetic reg -2.1%, GAA spleen mod -26%, GLA spleen mod 0%, GAA inhib -2%, NPSR antagonist 4%[46.1 µM], Tau fluor counter -10%, GAA glycogen inconclusive and ALDH1A1 block 4%.
`COc1ccc(C2CC(c3ccc(F)cc3)n3nc(NC(=O)c4ccco4)nc3N2)cc1` (stereo unspecified) gave Epigenetic reg -2.4%, GAA spleen mod -15%, GLA spleen mod 6%, NPSR antagonist -20%, Tau fluor counter -18% and GAA glycogen -8%.
CCOc1cc(C(=O)O)cc(Cl)c1OCC#N was read as Epigenetic reg -0.8%, GAA spleen mod -11%, GLA spleen mod 4%, GAA inhib -4%, NPSR antagonist 6%[46.1 µM], Tau fluor counter 0%, GAA glycogen 3% and ALDH1A1 block -4%.
COc1ccc(OC)c(CN2CCCC(C(=O)c3ccccc3SC)C2)c1 (stereo unspecified) was read as Epigenetic reg 0.3%, GAA spleen mod -5%, GLA spleen mod 1%, GAA inhib -8%, NPSR antagonist 40%, Tau fluor counter 0%, GAA glycogen -8% and ALDH1A1 block 9%.
COc1ccc(C(=O)N2CC(=O)Nc3ccccc32)cc1S(=O)(=O)N1CCOCC1 was read as Epigenetic reg 2.5%, GAA spleen mod -2%, GLA spleen mod -6%, NPSR antagonist 24%, Tau fluor counter -3% and GAA glycogen 4%.
Screening COc1cc(OC)c2c(c1)OC(=O)CC2c1cc(OC)c(OC)c(OC)c1 (stereo unspecified) returned Epigenetic reg -1.6%, GAA spleen mod 8%[119 µM], GLA spleen mod 6%[119 µM], Tau fluor counter -5%[81.3 µM] and ALDH1A1 block inconclusive.
For COc1ccc(NC(=O)Cc2ccccc2)cc1 the results were Epigenetic reg 0.8%, GAA spleen mod -3%, GLA spleen mod -4%, GAA inhib -4%, NPSR antagonist 3%[46.1 µM], Tau fluor counter -12%, GAA glycogen -1% and ALDH1A1 block inconclusive.
Cn1nnc2sc3c(c2c1=O)CCCC3 was read as Epigenetic reg -1.4%, GAA spleen mod -4%, GLA spleen mod -13%, GAA inhib 1%, NPSR antagonist -2%[46.1 µM], Tau fluor counter -6%, GAA glycogen 5% and ALDH1A1 block 13µM*.
Cc1cc(/C=C2\C(=N)N3N=C(S(C)(=O)=O)SC3=NC2=O)c(C)n1Cc1ccccc1 was read as Epigenetic reg 3.6%, GAA spleen mod -6%, GLA spleen mod 2%, GAA inhib -13%, NPSR antagonist -23%, Tau fluor counter -7%, GAA glycogen 8% and ALDH1A1 block inconclusive.
CCOC(=O)N1CCN(Cc2nc(N)nc(Nc3ccc(OCC)cc3)n2)CC1 was read as Epigenetic reg 0.3%, GAA spleen mod 3%, GLA spleen mod 12%, GAA inhib -3%, NPSR antagonist -6%[46.1 µM], Tau fluor counter -7%, GAA glycogen 8% and ALDH1A1 block inconclusive.
COc1ccc2c(c1)C(=O)[C@H](OC(=O)N[C@H](C)C1CCCCC1)[C@@H](c1ccc(OC)c(Br)c1)O2 was read as Epigenetic reg 0.0%, GAA spleen mod -2%, GLA spleen mod 8%, Tau fluor counter -8% and ALDH1A1 block -9%.
COc1ccc(NC(=O)c2c(N)no[n+]2[O-])cc1 was read as Epigenetic reg -1.1%, GAA spleen mod 1%, GLA spleen mod -1%, GAA inhib 3%, NPSR antagonist 8%, Tau fluor counter -10%, GAA glycogen -4% and ALDH1A1 block -5%.
For CC1CCCCN1C(=O)CSc1nc2ccsc2c(=O)n1Cc1ccccn1 (stereo unspecified) the results were Epigenetic reg 0.0%, GAA spleen mod -9%, GLA spleen mod -6%, GAA inhib 3%, NPSR antagonist -12%[46.1 µM], Tau fluor counter 5%, GAA glycogen -3% and ALDH1A1 block 16µM*.
Screening COc1cccc(-c2nc(CS(=O)(=O)CC(=O)Nc3c(C)cccc3C)c(C)o2)c1 returned Epigenetic reg -0.8%, GAA spleen mod -5%, GLA spleen mod 2%, GAA inhib 2%, NPSR antagonist -23%[46.1 µM], Tau fluor counter -6%, GAA glycogen 5% and ALDH1A1 block 12%.
Screening CC1(C)CC(=O)C2=C(C1)OC(N)=C(C#N)C21CCN(C(=O)OCc2ccccc2)CC1 returned Epigenetic reg 0.1%, GAA spleen mod -6%, GLA spleen mod 1%, GAA inhib -8%, NPSR antagonist inconclusive, Tau fluor counter -17%, GAA glycogen 1% and ALDH1A1 block 10µM*.
Screening N#Cc1c(C(F)(F)F)cc(-c2ccccc2)[nH]c1=O returned Epigenetic reg 0.0%, GAA spleen mod inconclusive, GLA spleen mod inconclusive, GAA inhib inconclusive, NPSR antagonist -6%[46.1 µM], Tau fluor counter 8%, GAA glycogen 7% and ALDH1A1 block inconclusive.

Among those listed so far, 2 have an aryl thioether with sulfur outside any ring:
COc1ccc(OC)c(CN2CCCC(C(=O)c3ccccc3SC)C2)c1 (stereo unspecified) was read as Epigenetic reg 0.3%, GAA spleen mod -5%, GLA spleen mod 1%, GAA inhib -8%, NPSR antagonist 40%, Tau fluor counter 0%, GAA glycogen -8% and ALDH1A1 block 9%.
For CC1CCCCN1C(=O)CSc1nc2ccsc2c(=O)n1Cc1ccccn1 (stereo unspecified) the results were Epigenetic reg 0.0%, GAA spleen mod -9%, GLA spleen mod -6%, GAA inhib 3%, NPSR antagonist -12%[46.1 µM], Tau fluor counter 5%, GAA glycogen -3% and ALDH1A1 block 16µM*.

Other results
O=[N+]([O-])c1cccc(-c2noc(-c3ccco3)n2)c1 was read as Epigenetic reg -0.7%, GAA spleen mod -3%, GLA spleen mod -1%, NPSR antagonist 46%, Tau fluor counter inconclusive and GAA glycogen -5%.
Screening CC(C)(C)Cn1nc(-c2ccc(Cl)cc2)c2c(N)ncnc21 returned Epigenetic reg 0.8%, GAA spleen mod 1%, GLA spleen mod 0%, Tau fluor counter -11% and ALDH1A1 block 12%.
COc1ccc(S(=O)(=O)NNC(=O)C2Cc3c(ccc4ccccc34)O2)cc1 (stereo unspecified) was read as Epigenetic reg -0.5%, GAA spleen mod -1%, GLA spleen mod -8%, GAA inhib 2%, NPSR antagonist 0%[46.1 µM], Tau fluor counter -6%, GAA glycogen 1% and ALDH1A1 block -5%.
For O=C(CCc1ccccc1)NC(NC(=S)Nc1cccc(Cl)c1)C(Cl)(Cl)Cl (stereo unspecified) the results were Epigenetic reg 10%, GAA spleen mod -1%, GLA spleen mod -1%, GAA inhib 1%, NPSR antagonist -19%, Tau fluor counter 0%, GAA glycogen 6% and ALDH1A1 block inconclusive.
`CO[C@@]1(NC(=O)Cc2cccs2)C(=O)N2C(C(=O)O)=C(COC(N)=O)CSC21` (stereo partly specified) gave Epigenetic reg 0.8%, GAA spleen mod -6%, GLA spleen mod 10%, Tau fluor counter inconclusive and ALDH1A1 block -4%.
For CC1(C)CC(=O)c2c(O)cc(OCc3ccc(Br)cc3)cc2O1 the results were Epigenetic reg -1.5%, GAA spleen mod -2%, GLA spleen mod -12%, GAA inhib inconclusive, NPSR antagonist -18%[46.1 µM], Tau fluor counter -29%, GAA glycogen -2% and ALDH1A1 block inconclusive.
For CCc1ccc(OCCCC(=O)Nc2nnc(C3CCCO3)s2)cc1 (stereo unspecified) the results were Epigenetic reg -2.8%, GAA spleen mod 5%, GLA spleen mod 0%, GAA inhib 8%, NPSR antagonist -24%, Tau fluor counter -7%, GAA glycogen -9% and ALDH1A1 block inconclusive.
Cc1cc(C(=O)NCCC2=CCCCC2)ccc1[N+](=O)[O-] was read as Epigenetic reg 1.0%, GAA spleen mod 3%, GLA spleen mod -2%, GAA inhib -9%, NPSR antagonist 20%, Tau fluor counter -27%, GAA glycogen 14% and ALDH1A1 block 25µM*.
For CN=c1scc(-c2cccs2)n1/N=C/c1ccccc1O the results were Epigenetic reg 8.9%, GAA spleen mod -5%, GLA spleen mod 4%, GAA inhib inconclusive, NPSR antagonist -44%, Tau fluor counter -3%, GAA glycogen -8% and ALDH1A1 block 3%.
Cc1ccc(N2C(N)=C(C#N)C(c3ccsc3)C3=C2CC(C)(C)CC3=O)cc1 (stereo unspecified) was read as Epigenetic reg -1.4%, GAA spleen mod 7%, GLA spleen mod 9%, GAA inhib 0%, NPSR antagonist inconclusive, Tau fluor counter -12%, GAA glycogen -18% and ALDH1A1 block 4%.
`O=C(N/N=C/c1ccncc1)C1CC1(c1ccccc1)c1ccccc1` (stereo unspecified) gave Epigenetic reg 1.8%, GAA spleen mod -1%, GLA spleen mod -3%, NPSR antagonist -39%, Tau fluor counter inconclusive and GAA glycogen 0%.
`Cc1ccc(C2CC(c3cccc(NS(C)(=O)=O)c3)=NN2S(C)(=O)=O)cc1` (stereo unspecified) gave Epigenetic reg 12%, GAA spleen mod 3%, GLA spleen mod 0%, GAA inhib 4%, NPSR antagonist -51%, Tau fluor counter -8%, GAA glycogen 3% and ALDH1A1 block inconclusive.
O=C(Nc1sc2c(c1CN1CCOCC1)CCC2)c1ccc(F)cc1 was read as Epigenetic reg -1.8%, GAA spleen mod 6%, GLA spleen mod 5%, GAA inhib 3%, NPSR antagonist -6%, Tau fluor counter -17%, GAA glycogen inconclusive and ALDH1A1 block -5%.

A portion of the library; count on the stated rates, not on these rows.
